GASC1 inh – inhibitors of GASC-1 (KDM4C) histone demethylase, primary screen, biochemical, single concentration HTS | GST-KDM4C 2-372, H3K9me3 peptide, LANCE TR-FRET | inhibition, % at 12.5 µM | hit rate 0.15% among 96,000;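 active means mean replicate inhibition above about 25%, with at least 55% of replicates also reaching it, limit read from the data, passing the limit was not always enough; inconclusive means only one of those two conditions met; inactive means neither condition met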
Target sequence (Q9H3R0 2-372 limits assumed): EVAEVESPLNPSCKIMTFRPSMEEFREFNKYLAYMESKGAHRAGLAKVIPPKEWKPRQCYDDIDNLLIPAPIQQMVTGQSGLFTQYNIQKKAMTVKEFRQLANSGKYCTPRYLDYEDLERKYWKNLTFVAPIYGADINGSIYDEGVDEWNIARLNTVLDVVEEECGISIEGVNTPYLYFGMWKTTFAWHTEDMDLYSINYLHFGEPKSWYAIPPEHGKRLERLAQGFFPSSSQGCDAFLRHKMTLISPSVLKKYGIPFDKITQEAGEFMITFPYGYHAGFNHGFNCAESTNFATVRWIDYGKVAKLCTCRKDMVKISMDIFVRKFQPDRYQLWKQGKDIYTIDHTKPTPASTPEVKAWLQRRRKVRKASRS
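material = GST-tagged GASC-1 (JMJD2C) catalytic fragment, aa 2-372 | amount = enzyme final amount 10 nM | medium = HEPES buffer, pH 7.5, plus ascorbate | also added = H3K9me3 peptide substrate, Fe(II), 2-oxoglutarate | dosing = single dose | times = 30 min demethylation and 1 h detection at room temperature | detection = LANCE TR-FRET | read-out basis = Fall in 671/618 emission ratio as inhibition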
Pf Dd2 inh – P. falciparum Dd2 growth inhibitors, primary screen, SYBR Green fluorescence, single dose replicates. hit rate 2.3% among 94,000. activity change, % at 10 µM. 72 h; active compounds read low; in the data active means activity change below about -80%; inconclusive means no clear call, values can overlap the other calls
T cruzi growth – T. cruzi intracellular proliferation inhibitors, primary screen, cell-based, beta-gal Tulahuen parasites, NIH3T3 host, luminescence; T. cruzi beta-gal in NIH3T3, GalScreen luminescence, 90 h; inhibition, % at 8.34 µM; hit rate 5.9% among 77,000; AID 624255, 2012;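 active means mean inhibition above about 93%, with at least 55% of replicates each passing it, limit read from the data, passing the limit was not always enough; inconclusive means only one of those two conditions holds; inactive means neither condition holds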
C diff growth – C. difficile growth inhibitors, primary screen, HTS | Clostridium difficile clinical isolate growth, OD600, 24 h; active compounds read low | growth activity, negative = inhibition, % at 16 µg/mL (by protocol) | hit rate 0.25% among 86,000 | AID 1259249, 2017;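 active means mean growth activity at or below -80% and every replicate also at or below -80%; inconclusive means mean at or below -80% but some replicate above -80%; inactive means mean growth activity above -80%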;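 further: 0% = DMSO wells and -100% = levofloxacin 16 µg/mL wells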
The depositor's hits bear a star; u = inconclusive; x = not tested or not shown; & = joins results of further samples.

SMILES	GASC1 inh	Pf Dd2 inh	T cruzi growth	C diff growth
COc1ccc2c3c(n(C)c2c1)[C@H](CO)N(C(=O)CN(C)C)CC31CCN(Cc2nccs2)CC1	1.8	-72	x	-2
C[C@H](CO)N1C[C@H](C)[C@H](CN(C)S(=O)(=O)c2cccc(F)c2)Oc2ncc(-c3cccc(F)c3)cc2C1=O	1.8	-39&-40	15&24	x
CCNC(=O)C[C@@H]1CC[C@@H]2[C@@H](COc3ccc(NC(=O)c4cccs4)cc3C(=O)N2C)O1	3.0	-9	12	-12
CNC[C@@H]1Oc2c(NC(=O)Nc3ccc(F)cc3)cccc2C(=O)N([C@@H](C)CO)C[C@H]1C	1.2	-2	x	12
COc1ccc(CN(C)C[C@H]2Oc3ccc(NC(=O)Cc4cn(C)c5ccccc45)cc3C(=O)N([C@H](C)CO)C[C@@H]2C)cc1	-0.6	-41	53	-7
CCCC#Cc1ccc([C@@H]2[C@@H](CO)N3CCCCN(S(=O)(=O)CC)C[C@@H]23)cc1	-1.6	14	102*	-13
C[C@H]1CN([C@@H](C)CO)C(=O)CCCn2nncc2CO[C@@H]1CN(C)S(=O)(=O)c1ccc2c(c1)OCCCO2	-0.9	5	-29	x
CO[C@H]1CN(C)C(=O)c2ccc(NS(C)(=O)=O)cc2OC[C@H](C)N(CCC(F)(F)F)C[C@@H]1C	0.9	-16	20	0
CCC(=O)Nc1ccc2c(c1)C(=O)N(C)[C@H]1CC[C@H](CC(=O)NCc3ccccc3Cl)O[C@@H]1CO2	1.0	-7	-3	-4
C[C@@H]1CN([C@@H](C)CO)C(=O)c2cc(-c3ccncc3)cnc2O[C@H]1CN(C)C(=O)c1cccc(F)c1	-1.7	37&5	3&-11	-1&-2
C[C@@H]1CN([C@H](C)CO)C(=O)c2cccc(NC(=O)c3ccc(-c4nccs4)cc3)c2O[C@H]1CN(C)Cc1ccc(C(=O)Nc2ccccc2N)cc1	-1.3	-91*	72	5
C[C@@H]1CN([C@@H](C)CO)C(=O)c2cc(NC(=O)C3CCCCC3)ccc2O[C@H]1CN(C)Cc1ccc(C(F)(F)F)cc1	0.3	16	64	-4
C[C@@H]1CN([C@H](C)CO)C(=O)c2cccc(NC(=O)c3cnccn3)c2O[C@@H]1CN(C)Cc1ccncc1	-1.4	7	-29	1
CCCN(C)C[C@H]1OCCCC[C@H](C)Oc2ccc(NS(=O)(=O)c3ccc(OC)cc3)cc2C(=O)N([C@@H](C)CO)C[C@H]1C	-0.6	-44	61	0
CN1C(=O)c2cc(NC(=O)c3cnccn3)ccc2OC[C@H]2O[C@H](CC(=O)O)CC[C@H]21	2.3	-2	11	6

Ordered by the number under GASC1 inh (largest number first): 5 from the list above
Compound,GASC1 inh
CCNC(=O)C[C@@H]1CC[C@@H]2[C@@H](COc3ccc(NC(=O)c4cccs4)cc3C(=O)N2C)O1,3.0
CNC[C@@H]1Oc2c(NC(=O)Nc3ccc(F)cc3)cccc2C(=O)N([C@@H](C)CO)C[C@H]1C,1.2
CCC(=O)Nc1ccc2c(c1)C(=O)N(C)[C@H]1CC[C@H](CC(=O)NCc3ccccc3Cl)O[C@@H]1CO2,1.0
CO[C@H]1CN(C)C(=O)c2ccc(NS(C)(=O)=O)cc2OC[C@H](C)N(CCC(F)(F)F)C[C@@H]1C,0.9
CCCN(C)C[C@H]1OCCCC[C@H](C)Oc2ccc(NS(=O)(=O)c3ccc(OC)cc3)cc2C(=O)N([C@@H](C)CO)C[C@H]1C,-0.6

Five structures out of the list, arranged by length of the SMILES, descending.
SMILES	GASC1 inh	Pf Dd2 inh	T cruzi growth	C diff growth
C[C@@H]1CN([C@@H](C)CO)C(=O)c2cc(NC(=O)C3CCCCC3)ccc2O[C@H]1CN(C)Cc1ccc(C(F)(F)F)cc1	0.3	16	64	-4
CCNC(=O)C[C@@H]1CC[C@@H]2[C@@H](COc3ccc(NC(=O)c4cccs4)cc3C(=O)N2C)O1	3.0	-9	12	-12
CNC[C@@H]1Oc2c(NC(=O)Nc3ccc(F)cc3)cccc2C(=O)N([C@@H](C)CO)C[C@H]1C	1.2	-2	x	12
CN1C(=O)c2cc(NC(=O)c3cnccn3)ccc2OC[C@H]2O[C@H](CC(=O)O)CC[C@H]21	2.3	-2	11	6
CCCC#Cc1ccc([C@@H]2[C@@H](CO)N3CCCCN(S(=O)(=O)CC)C[C@@H]23)cc1	-1.6	14	102*	-13

Next compounds.
SMILES	GASC1 inh	Pf Dd2 inh	T cruzi growth	C diff growth
C[C@H]1CN([C@@H](C)CO)C(=O)Cc2cc(NC(=O)CCN3CCOCC3)ccc2O[C@H]1CN(C)S(=O)(=O)c1ccc(F)cc1	0.1	-1	8	3
COCCNC(=O)C[C@H]1CC[C@H]2[C@H](COc3ccc(NC(=O)Nc4cccc(F)c4)cc3C(=O)N2C)O1	0.7	-1	8	-1
O=C(Nc1ccc(F)cc1)N1CC(=O)N2[C@H](CO)[C@H](c3ccc(C#Cc4cccnc4)cc3)[C@@H]2C1	-0.8	-24	x	5
C[C@H]1CN([C@@H](C)CO)C(=O)c2cc(C3=CCCC3)cnc2O[C@@H]1CN(C)C	1.1	28	-11	9
CCN(C[C@H]1N[C@H](CO)[C@H]1c1ccc(-c2cccc(F)c2)cc1)C(=O)COC	2.9	-5	-49	9
O=C(C[C@@H]1C=C[C@H](NC(=O)Nc2ccc3c(c2)OCO3)[C@H](CO)O1)NCc1ccccc1	x	7	17	5
C[C@@H]1CN([C@@H](C)CO)C(=O)c2cc(NC(=O)Nc3ccc(C(F)(F)F)cc3)ccc2O[C@@H]1CN(C)Cc1ccc(C(=O)O)cc1	0.0	11	-105	x
COc1ccc(NC(=O)N(C)C[C@H]2Oc3ccc(NC(=O)NC(C)C)cc3C(=O)N([C@H](C)CO)C[C@@H]2C)cc1	3.3	21	x	0
C[C@@H]1CN([C@H](C)CO)C(=O)c2cc(-c3cccc(C(=O)N(C)C)c3)cnc2O[C@@H]1CN(C)S(=O)(=O)c1ccc(F)cc1	-3.0	16	1	1
C[C@H]1CN([C@@H](C)CO)C(=O)c2c(c3ccccc3n2C)-c2ccccc2CO[C@H]1CN(C)S(=O)(=O)c1cccs1	-2.8	-39	68	-5
CCNC(=O)C[C@H]1CC[C@H]2[C@@H](COc3ccc(NC(C)=O)cc3C(=O)N2C)O1	-2.7	-16	15	-8
CCCNC(=O)C[C@@H]1CC[C@@H]2[C@H](COC[C@@H](O)CN2Cc2ccc(Cl)c(Cl)c2)O1	1.9	4	20	10
C[C@@H]1CN([C@@H](C)CO)S(=O)(=O)c2ccc(Br)cc2O[C@@H]1CN(C)C(=O)C1CCC1	-2.1	41	21	x
C[C@H]1CN([C@@H](C)CO)C(=O)c2cc(NC(=O)CCC(F)(F)F)ccc2O[C@@H]1CN(C)S(=O)(=O)c1ccccc1	-1.3	-2	-26	2
C[C@@H]1CN([C@H](C)CO)S(=O)(=O)c2ccc(C#C[C@@H](C)O)cc2O[C@@H]1CN(C)C(=O)C1CCCCC1	2.4	-3	51	0
C[C@H]1CN([C@@H](C)CO)C(=O)c2cc(C#CCN(C)C)cnc2O[C@H]1CN(C)Cc1ccccn1	5.9	22	63	-9
CN1C(=O)c2cc(NC(=O)c3cccs3)ccc2OC[C@@H]2O[C@H](CC(=O)O)CC[C@@H]21	-0.1	1	27	-3
CCS(=O)(=O)N1CCC2(CC1)CN(S(=O)(=O)c1cn(C)cn1)[C@H](CO)c1[nH]c3cc(OC)ccc3c12	-0.1	12	x	0
O=C(NCCCN1CCOCC1)[C@@H]1[C@@H](CO)[C@@H]2Cn3c(ccc(C4=CCCC4)c3=O)[C@H]1N2	-0.1	16	u	5
C[C@H](CO)N1C[C@H](C)[C@H](CN(C)C(=O)Nc2ccc(C(F)(F)F)cc2)Oc2ccc(NC(=O)CCCCCC(=O)Nc3ccccc3N)cc2C1=O	-0.2	-67	x	1
CO[C@H]1CN(C)C(=O)c2cc(NC(=O)C3CC3)ccc2OC[C@H](C)N(C(=O)CN(C)C)C[C@H]1C	1.0	-7	5	-3
C[C@@H]1CN([C@@H](C)CO)C(=O)c2cc(C#CC3(O)CCCC3)cnc2O[C@H]1CN(C)Cc1cncnc1	14	25	-20	-4
CO[C@H]1CN(C)C(=O)c2ccc(NC(=O)c3ccc(Oc4ccccc4)cc3)cc2OC[C@H](C)NC[C@@H]1C	-0.5	-8	-15	x
C[C@@H]1CCCCO[C@@H](CN(C)C(=O)Nc2ccccc2)[C@H](C)CN([C@H](C)CO)C(=O)c2cc(NC(=O)c3ccncc3)ccc2O1	-2.2	-5	13	-4
C[C@H]1CN([C@@H](C)CO)C(=O)c2ccccc2-c2ccccc2CO[C@@H]1CN(C)C(=O)c1cc(Cl)cc(Cl)c1	0.5	-74	x	-8
COCC(=O)Nc1ccc2c(c1)C(=O)N(C)[C@H]1CC[C@@H](CC(=O)Nc3cn(C)nc3C)O[C@H]1CO2	6.2	-1	44	1
C[C@@H]1CN([C@@H](C)CO)C(=O)c2cc(NC(=O)NC3CCCCC3)ccc2O[C@@H](C)CCCCO[C@@H]1CN(C)C	-0.3	x	-99	-2
O=C(Nc1ccc2c(c1)OCO2)N[C@H]1CC[C@H](CCNC(=O)C2CCCC2)O[C@H]1CO	0.6	0	x	-2
C[C@@H]1CN([C@@H](C)CO)C(=O)c2cc(C#CC3CCCCC3)cnc2O[C@H]1CN(C)S(=O)(=O)c1cccc(F)c1	x	-32	x	3
O=C(NCC1CC1)[C@H]1N[C@H]2c3ccc(-c4ccccc4F)c(=O)n3C[C@H]2[C@@H]1CO	-0.2	5	84	1
Cc1noc(C)c1S(=O)(=O)N(C)C[C@@H]1OCCCC[C@H](C)Oc2ccc(N(C)C)cc2C(=O)N([C@@H](C)CO)C[C@H]1C	0.4	-68	85	-2
CO[C@H]1CN(C)C(=O)c2cc(NC(=O)CC(F)(F)F)ccc2OC[C@H](C)N(C(=O)C2CCOCC2)C[C@H]1C	3.2	7	x	-8
CCC(=O)Nc1ccc2c(c1)OC[C@H](C)N(C(=O)CN(C)C)C[C@@H](C)[C@@H](OC)CN(C)C2=O	0.8	-4	12	x
COc1ccc(S(=O)(=O)Nc2ccc3c(c2)CC(=O)N([C@H](C)CO)C[C@H](C)[C@@H](CN(C)CC2CCCCC2)O3)cc1	2.4	-13	91	-5
C[C@@H]1CN([C@@H](C)CO)C(=O)c2cc(NC(=O)Nc3ccccc3)ccc2O[C@H]1CN(C)Cc1ccc(Oc2ccccc2)cc1	0.8	-13	58	10
C[C@H]1CN([C@@H](C)CO)C(=O)c2cc(NC(=O)C3CC3)ccc2O[C@@H]1CN(C)Cc1ccc(Oc2ccccc2)cc1	2.2	-9	67	-10
C[C@@H]1CN([C@H](C)CO)C(=O)Cc2cc(NC(=O)Nc3ccc(C(F)(F)F)cc3)ccc2O[C@@H]1CN(C)Cc1ccncc1	-1.5	3	x	17&16
CC(C)NC(=O)Nc1ccc2c(c1)CC(=O)N([C@H](C)CO)C[C@H](C)[C@@H](CN(C)S(=O)(=O)c1cn(C)cn1)O2	-1.3	36	7	-3
C[C@H]1CN([C@@H](C)CO)S(=O)(=O)c2ccc(C#Cc3ccccc3)cc2O[C@@H]1CN(C)C	-0.7	-51	102*	5
O=C(c1cccnc1)N1C[C@@H]2[C@H](c3ccccc31)[C@@H](CO)N2CC1CCCC1	9.5	-8	-3	-1
COc1ccc(NC(=O)Nc2ccc3c(c2)C(=O)N([C@H](C)CO)C[C@H](C)[C@@H](CN(C)C(=O)Nc2ccc(OC)cc2)O3)cc1	3.3	11	x	0
CNC(=O)C[C@@H]1CC[C@@H]2[C@H](COc3ccc(NC(=O)c4ccccc4OC)cc3C(=O)N2C)O1	0.2	1	12	9
C[C@@H]1CN([C@@H](C)CO)C(=O)c2cc(C#CCN(C)C)cnc2O[C@H]1CN(C)C	4.9	67	x	1
C[C@@H]1CN([C@H](C)CO)C(=O)c2c(c3ccccc3n2C)-c2ccccc2CO[C@@H]1CN(C)S(=O)(=O)c1ccccc1	-2.8	-9	26	x
Cc1ccc(S(=O)(=O)N[C@H]2CC[C@@H](CCn3cc(C4(O)CCCC4)nn3)O[C@H]2CO)cc1	-0.5	-13	-31	1
CNC[C@H]1Oc2c(NC(=O)Nc3c(C)noc3C)cccc2C(=O)N([C@@H](C)CO)C[C@H]1C	-0.1	12	57	-1
Cc1cccc(S(=O)(=O)N2C[C@H]3[C@@H](c4ccccc42)[C@H](CO)N3C(=O)c2ccccc2)c1	-2.2	-19	61	-8
C[C@@H]1CN([C@@H](C)CO)C(=O)c2cc(-c3ccncc3)cnc2O[C@@H]1CN(C)C(=O)NC1CCCC1	-3.6	17	x	4
C[C@H](CO)N1C[C@H](C)[C@H](CN(C)Cc2ccc(Cl)c(Cl)c2)Oc2ccc(NC(=O)CCCN(C)C)cc2C1=O	1.9	-22	33	8
